PPARg SRC-1 ag = agonists of human PPARgamma SRC-1 coactivator recruitment. P37231. PPARgamma-SRC-1 coactivator recruitment biochemical assay. activation, % at 8 µM. actives 0.41% (n = 200,000); in the data active = activation above about 19%;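 note: 0% = DMSO and 100% = reference agonist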
TLR4 MyD88 comp = blocks binding of human TLR4 to MyD88; O00206+Q99836; inhibition, % at 8.4 µM; actives 0.18% (n = 200,000); HeLa CL3-4 TLR4/MyD88 BLA complementation, FRET ratio; in the data active = inhibition above about 25%;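 note: 0% = vehicle and 100% = reference inhibitor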
L major viab = Leishmania major promastigote growth inhibition | Leishmania major promastigotes, resazurin fluorescence viability | inhibition, % at 10 µM | actives 9% (n = 200,000); in the data active = inhibition above about 50%;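 note: promastigotes grown with compound for 44 hours at 28 °C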
bIAP inh = intestinal alkaline phosphatase (bovine) inhibition; purified bovine IAP, CDP-star luminescence, 30 min; inhibition, % at 20 µM; 190,000 tested, under 10 active;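 active = over 50% inhibition of intestinal alkaline phosphatase at 20 µM in the single-dose screen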
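System: purified bovine intestinal alkaline phosphatase (IAP) enzyme; Input: IAP diluted 1/65,000,000 in the well; Measured by: CDP-star luminescence signal; Compound dosing: 20 µM single dose; Incubation: 30 min reaction at room temperature.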
TR-FRET SRC-2 ct = TR-FRET artefact, counter-screen to PPARgamma/SRC-2 agonist assay; actives 0.4% (n = 200,000); active compounds read high; TR-FRET ratio at 8 µM; AID 1049; in the data active = TR-FRET ratio above about 2000; note: inactives centre near 1500; reference of the scale not given here
DTT redox prof = compounds producing H2O2 with reducing agent – biochemical, NIH compound library profiling, artefact control for MLSCN library redox annotation, primary screen | DTT-dependent redox cycling H2O2, phenol red/HRP absorbance; 100% = 100 µM peroxide control, 0% = buffer | activation, % at 10 µM | actives 0.03% (n = 200,000);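 active = activation of at least 50% relative to the plate's high and low controls in the primary single-dose screen; inactive = activation below 50%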;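 note: compound incubated with DTT at 0.8 mM final as the reducing agent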
bIAP act = increases bovine intestinal alkaline phosphatase activity; AID 1016; actives 0.17% (n = 200,000); purified bovine IAP, CDP-star luminescence, 30 min; active compounds read high; fold of DMSO-control signal, blank-subtracted; activation factor at 20 µM;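 active = activation factor of 2 or more at 20 µM, a signal rise over negative controls twice the positive control's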
PPARg SRC-2 ag = promotes SRC-2 coactivator recruitment by human PPARgamma; P37231; PPARgamma LBD-SRC-2 recruitment, biochemical; activation, % at 8 µM; actives 0.34% (n = 200,000); in the data active = activation above about 22%;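 note: 0% = vehicle and 100% = reference agonist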
ROMK primary = modulators of human ROMK potassium channel. P48048. Tet-inducible ROMK, thallium flux fluorescence; actives lie on both sides. B-score at 10 µM. actives 2% (n = 130,000). AID 1918;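 active = signal ratio slope over the read window, or its plate-corrected B-score, at least 3 SD from the plate mean, either direction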;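 note: B-score of the F/F0 ratio slope over 7 to 12 s after thallium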
Target sequence (P48048 whole entry, looked up): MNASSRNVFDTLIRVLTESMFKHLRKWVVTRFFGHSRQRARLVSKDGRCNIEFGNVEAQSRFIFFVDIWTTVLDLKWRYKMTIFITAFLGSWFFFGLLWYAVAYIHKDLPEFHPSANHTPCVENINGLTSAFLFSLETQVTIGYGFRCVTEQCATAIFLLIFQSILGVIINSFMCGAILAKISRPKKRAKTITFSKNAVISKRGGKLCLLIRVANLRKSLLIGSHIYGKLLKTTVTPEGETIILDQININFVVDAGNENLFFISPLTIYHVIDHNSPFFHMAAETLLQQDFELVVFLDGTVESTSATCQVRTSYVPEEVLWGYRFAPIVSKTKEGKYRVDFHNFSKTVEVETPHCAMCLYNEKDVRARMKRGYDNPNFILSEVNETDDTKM
S1P3 antagonist = blocks the human S1P3 receptor; Q99500; CHO S1P3 NFAT-BLA reporter, FRET fluorescence, antagonist mode; inhibition, % at 4.98 µM; actives 0.27% (n = 170,000);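 active = inhibition above the plate cutoff, the mean inhibition of test wells on that plate plus 3 SD, cut at about 28% in these data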;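 note: cells challenged with S1P at its EC80 of 0.8 µM; blue over green emission ratio from cleaved BLA substrate after 4 h stimulation; 0% = S1P-stimulated wells and 100% = unstimulated DMSO-only wells; some compounds past the cut are filed as inactive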
Target sequence (Q99500 whole entry, looked up): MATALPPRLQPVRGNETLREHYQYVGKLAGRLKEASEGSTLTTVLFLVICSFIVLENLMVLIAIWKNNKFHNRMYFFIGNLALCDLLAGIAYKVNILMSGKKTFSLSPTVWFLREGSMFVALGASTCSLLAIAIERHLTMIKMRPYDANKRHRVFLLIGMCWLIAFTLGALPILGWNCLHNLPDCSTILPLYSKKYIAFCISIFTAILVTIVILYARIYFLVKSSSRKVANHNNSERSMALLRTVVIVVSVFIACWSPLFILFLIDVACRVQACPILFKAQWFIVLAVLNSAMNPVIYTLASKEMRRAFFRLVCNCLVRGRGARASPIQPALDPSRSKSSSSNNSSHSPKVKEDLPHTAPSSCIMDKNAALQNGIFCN
PPARg SRC-3 ag = agonists of human PPARgamma SRC-3 coactivator recruitment | activation, % at 8 µM | actives 0.26% (n = 200,000) | biochemical PPARgamma/SRC-3 coactivator recruitment assay | P37231 | AID 731; in the data active = activation above about 23%;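 note: 0% = DMSO and 100% = reference agonist; some compounds past the cut are filed as inactive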
* marks the source's active call; other numbers are inactive results; nt = not tested or not shown.

SMILES	PPARg SRC-1 ag	TLR4 MyD88 comp	L major viab	bIAP inh	TR-FRET SRC-2 ct	DTT redox prof	bIAP act	PPARg SRC-2 ag	ROMK primary	S1P3 antagonist	PPARg SRC-3 ag
COc1ccc2nc(N3CCCC3)[nH]c2c1	9	-8	27	3	1562	-0.3	1	6	-0.033	-20	-4
CCN(CC)C(=O)C1CCCN(C(=O)Nc2ccccc2)C1 (stereo not drawn)	2	-16	-1	5	1267	0.2	1	-3	nt	nt	-3
COc1ccc(NC(=O)C2CCN(S(=O)(=O)c3ccc(OC)c(OC)c3)CC2)c(OC)c1	4	1	2	-2	1526	-0.3	1	2	-0.58	-6	-4
S=C(c1c[nH]c2ccc(Br)cc12)N1CCOCC1	6	-2	6	-10	1745	-0.7	1.1	4	0.78	-18	7
CC(=O)c1ccc(NC2=C(N3CCOCC3)C(=O)c3ccccc3C2=O)cc1	0	0	-1	15	1421	-8.2	0.8	1	-0.16	nt	2
COc1ccc(C)cc1NC(=O)c1ccc(N(C)S(C)(=O)=O)cc1	-5	0	-6	9	1359	0.3	0.9	4	-0.32	nt	6
Cc1ccc(S(=O)(=O)CCSc2cccc(C(=O)Nc3ccccc3C(=O)O)c2)cc1	7	4	32	17	1782	0.4	0.8	5	nt	-17	5
CCc1ccccc1N1C(=O)C2CC(C)=C(C)CC2C1=O (stereo not drawn)	4	0	-3	6	1605	-3.1	0.9	-1	nt	16	-9
Cc1cc(C)nc(SCC(=O)Nc2cc(C)on2)n1	0	8	-4	12	1461	-0.6	0.9	-1	nt	-22	-4
CN(C)S(=O)(=O)c1ccc(Cl)c(NC(=O)COC(=O)C2CSC3(C)CCC(=O)N23)c1 (stereo not drawn)	-1	-1	-4	13	1492	-0.5	0.9	2	0.65	-2	1
CCn1c(-c2csc(-c3ccc(Cl)cc3)n2)n[nH]c1=S	10	6	-11	7	1646	0.0	0.9	12	1.7	nt	11
Cc1c(NC(=O)CN2C(=O)NC3(CCC(C)CC3)C2=O)c(=O)n(-c2ccccc2)n1C (stereo not drawn)	11	-7	-9	-9	1758	-1.5	1.1	7	0.74	-15	4
COc1ccccc1CSc1nc2ccccc2[nH]1	6	-8	-3	25	1536	0.7	0.8	-3	nt	nt	9
COC(=O)c1sc(NC(=O)COc2ccccc2)nc1C	3	3	3	11	1465	0.7	0.9	-4	-0.011	nt	-8
Cc1cc2c(cc1C)NC(=O)CC(C(F)(F)C(F)(F)C(F)(F)F)=N2	2	-10	-2	-13	1620	0.4	1.1	-4	nt	nt	0
CCCOc1ccc(OCCSc2nnc(N)s2)cc1	-2	1	-8	14	1537	0.1	0.9	6	1.9	nt	-3
CCOC(=O)C1=C(CSc2nc(-c3ccccc3)ccc2C#N)OC(N)=C(C#N)C1c1ccccc1 (stereo not drawn)	8	19	17	20	1893	0.0	0.8	8	-0.67	nt	-1
CCOc1ccc(-c2cc(C(=O)NCCCN3CCN(CC)CC3)c3ccccc3n2)cc1	4	7	25	-8	1479	-0.4	1.1	-5	nt	-7	1
CCOC(=O)c1ccc(-n2c(CN3CCN(CC)CC3)nc3ccc([N+](=O)[O-])cc3c2=O)cc1	1	-19	0	0	1553	-0.4	1	-1	0.61	-16	1
O=C(Nc1ccccc1-c1ccccc1)C1CCCC1	1	1	0	6	1443	-1.9	0.9	4	0.44	-5	2
O=C(Oc1csc(=S)n1C(=O)c1ccccc1)c1ccccc1	5	-1	-1	14	1473	-3.2	0.9	7	nt	nt	5
CC1CC(NNC(=O)c2ccccc2)=Nc2ccccc2N1C (stereo not drawn)	-4	-2	-7	-2	1524	0.0	1	-10	0.99	12	-2
CC(Oc1ccc(C(=O)NC2CCCCC2)cc1)C(=O)O (stereo not drawn)	-2	4	-2	6	1456	-1.4	0.9	1	-0.02	-18	3
COc1ccc(N2CCN(C(=O)[C@H](Cc3c[nH]c4ccccc34)NC(C)=O)CC2)cc1	-5	-5	2	-26	1579	-0.8	1.3	6	-1.2	-19	2
Cc1cc(-c2csc(N)n2)c(C)n1C	3	-11	6	2	1715	-0.5	1	6	-0.28	nt	-5
O=C(CSCc1n[nH]c(=O)[nH]1)NCCOc1cccc(Oc2ccccc2)c1	-8	-20	2	-13	1591	2.0	1.1	2	nt	-17	-3
COC(=O)c1ccc(CSc2cc(C)c3cccc(C)c3n2)o1	-8	-10	12	-13	1374	-1.8	1.1	3	0.19	-14	4
Cc1ccc(CN2CCN(CC(=O)NC(C)CCc3ccccc3)C2=O)cc1 (stereo not drawn)	14	-19	-4	-12	1629	-1.2	1.1	-2	nt	nt	4
Cc1ccc(S(=O)(=O)Nc2c(C)nc3nc[nH]n3c2=O)c(C)c1	-5	19	-6	0	1593	0.2	1	1	nt	-7	7
CC(C)Cc1nnc(NC(=O)CC(=O)Nc2ccccc2C(=O)O)s1	4	7	-6	-3	1578	0.1	1	9	0.37	nt	13
O=C(NC(Cc1ccccc1)C(=O)O)/C(=C\c1ccco1)NC(=O)c1ccccc1Br (stereo not drawn)	7	1	-4	15	1658	-0.4	0.8	3	-0.37	-9	5
CCOC(=O)c1cc(-c2ccccc2)sc1NC(=O)CSc1nnnn1C	3	1	9	15	1698	-2.8	0.9	0	nt	16	7
O=C1c2ccccc2C(O)N1Cc1ccccc1Cl (stereo not drawn)	9	-5	-10	14	1632	-1.2	0.9	4	nt	-23	0
Cc1ccc(S(=O)(=O)Cn2nnnc2C(CC(C)C)N2CCN(C)CC2)cc1 (stereo not drawn)	-1	4	6	-8	1542	0.9	1.1	4	0.29	-12	-2
CS(=O)(=O)N1CCCC(c2nc(-c3ccc(S(=O)(=O)NCc4ccccc4)cc3)no2)C1 (stereo not drawn)	0	-2	16	-2	1650	0.3	1	-7	0.36	nt	-4
O=C(/C=C/c1ccc([N+](=O)[O-])cc1)NCc1cccs1	4	7	13	-387	1283	-0.1	4.9*	-4	nt	4	-5
Cc1ccc(Cn2c(Sc3ncccn3)nc3c2c(=O)[nH]c(=O)n3C)cc1	2	7	-5	5	1461	-2.4	0.9	1	nt	nt	-2
CCN(CC)c1ccc(/C=C(/C#N)C(=O)NC(C)C)o1	13	1	-5	32	1595	-0.2	0.7	16	nt	-7	10
O=C(/C=C/c1ccc2c(c1)OCO2)c1ccco1	9	-8	18	16	1645	0.4	0.8	3	nt	9	-4
CC(=O)Nc1ccc(C(=O)N2CCCC2)cc1	-2	-17	-7	6	1480	1.2	0.9	2	nt	nt	9

12 compounds from above, arranged by SMILES length, falling.
SMILES	PPARg SRC-1 ag	TLR4 MyD88 comp	L major viab	bIAP inh	TR-FRET SRC-2 ct	DTT redox prof	bIAP act	PPARg SRC-2 ag	ROMK primary	S1P3 antagonist	PPARg SRC-3 ag
CS(=O)(=O)N1CCCC(c2nc(-c3ccc(S(=O)(=O)NCc4ccccc4)cc3)no2)C1 (stereo not drawn)	0	-2	16	-2	1650	0.3	1	-7	0.36	nt	-4
COc1ccc(N2CCN(C(=O)[C@H](Cc3c[nH]c4ccccc34)NC(C)=O)CC2)cc1	-5	-5	2	-26	1579	-0.8	1.3	6	-1.2	-19	2
O=C(NC(Cc1ccccc1)C(=O)O)/C(=C\c1ccco1)NC(=O)c1ccccc1Br (stereo not drawn)	7	1	-4	15	1658	-0.4	0.8	3	-0.37	-9	5
Cc1ccc(S(=O)(=O)Cn2nnnc2C(CC(C)C)N2CCN(C)CC2)cc1 (stereo not drawn)	-1	4	6	-8	1542	0.9	1.1	4	0.29	-12	-2
Cc1ccc(S(=O)(=O)Nc2c(C)nc3nc[nH]n3c2=O)c(C)c1	-5	19	-6	0	1593	0.2	1	1	nt	-7	7
Cc1ccc(CN2CCN(CC(=O)NC(C)CCc3ccccc3)C2=O)cc1 (stereo not drawn)	14	-19	-4	-12	1629	-1.2	1.1	-2	nt	nt	4
O=C(/C=C/c1ccc([N+](=O)[O-])cc1)NCc1cccs1	4	7	13	-387	1283	-0.1	4.9*	-4	nt	4	-5
O=C(Oc1csc(=S)n1C(=O)c1ccccc1)c1ccccc1	5	-1	-1	14	1473	-3.2	0.9	7	nt	nt	5
CCN(CC)c1ccc(/C=C(/C#N)C(=O)NC(C)C)o1	13	1	-5	32	1595	-0.2	0.7	16	nt	-7	10
O=C(/C=C/c1ccc2c(c1)OCO2)c1ccco1	9	-8	18	16	1645	0.4	0.8	3	nt	9	-4
CC(=O)Nc1ccc(C(=O)N2CCCC2)cc1	-2	-17	-7	6	1480	1.2	0.9	2	nt	nt	9
Cc1cc(-c2csc(N)n2)c(C)n1C	3	-11	6	2	1715	-0.5	1	6	-0.28	nt	-5

(continued)
SMILES	PPARg SRC-1 ag	TLR4 MyD88 comp	L major viab	bIAP inh	TR-FRET SRC-2 ct	DTT redox prof	bIAP act	PPARg SRC-2 ag	ROMK primary	S1P3 antagonist	PPARg SRC-3 ag
Cc1cccc2cc(CN(Cc3cccs3)S(=O)(=O)c3ccc4c(c3)OCCO4)c(=O)[nH]c12	-4	9	17	2	1438	0.5	1	5	nt	5	4
CC(NC(c1ccccc1)c1ccccc1)C(=O)N1CCCc2ccccc21 (stereo not drawn)	-1	-6	47	16	1545	1.0	0.8	-3	0.6	-8	2
Cc1cc(C)n2nc(SC(C)C(=O)Nc3ccc(Cl)cn3)nc2n1 (stereo not drawn)	2	-1	5	-11	1798	0.0	1.1	3	-0.4	5	7
Nc1nc(CN2CCN(c3ccccc3F)CC2)nc(N2CCCc3ccccc32)n1	2	-5	4	-34	1471	0.1	1.3	3	nt	-23	3
Cc1cccc(N2C(=O)C(Oc3ccc(Cl)cc3Cl)C2C=O)c1C (stereo not drawn)	3	-21	100*	-4	1600	0.1	1	0	-4.9*	-8	10
C=CCN1C(=O)C(CC(=O)Nc2ccc(OC)cc2)N(Cc2ccco2)C1=S (stereo not drawn)	0	13	4	-6	1688	0.8	1.1	11	nt	nt	3
O=C(O)c1cccc(NC(=O)c2cc(S(=O)(=O)N3CCOCC3)cs2)c1	4	-2	-5	-15	1799	0.8	1.1	9	0.3	-19	5
Cc1cc(C(=O)NC(C)Cc2ccccc2)cc(C)c1[N+](=O)[O-] (stereo not drawn)	-3	-7	18	8	1523	-0.4	0.9	-2	-0.028	-2	-5
CCn1cc(C(=O)OCC(=O)Nc2c(C)n(C)n(-c3ccccc3)c2=O)c(=O)c2ccc(C)nc21	12	6	-4	36	1562	0.5	0.6	13	nt	22	-9
CCC1CCCCN1CCCNC(=O)CCCNC(=O)Cn1cnc2sc3c(c2c1=O)CCCC3 (stereo not drawn)	8	-1	0	-10	1473	13	1.1	-4	-1.6	-22	-5
